Source: PubChem BioAssay
V-ATPase pH: regulators of yeast V-ATPase proton transport; actives 0.37% (n = 350,000); S. cerevisiae, pHLuorin cytosolic pH fluorescence; response, % at 10 µM; in the data active = response mostly above about 7.3%, no sharp cut-off; inactive = mostly below about 5.4%; also: actives read high; inactives centre near 0; some compounds called inactive have numbers as strong as hits; reference of the scale not given here
Cardiac RTF inh: cardiac RTF calcium desensitization | AID 493244 | actives 0.12% (n = 340,000) | IANBD-labeled cardiac RTF, Ca2+ fluorescence | inhibition, % at 7.15 µM;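 active = inhibition above the mean inhibition of all tested compounds plus 3 SD, cut at about 17% in these data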;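 also: assay run at fixed EC70 calcium of 1.6 mM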
MOR-DOR inv ag: inverse agonist of human OPRM1-OPRD1 heterodimerization | AID 504357 | actives 0.21% (n = 340,000) | P35372+P41143 | cell-based MOR-DOR heterodimer luminescence, inverse agonism | inhibition, % at 9.3 µM; in the data active = inhibition above about 22%, passing the limit was not always enough;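 also: 0% = cells with DMSO and 100% = wells without cells with DMSO; values of inactives mirror those of a sister screen read the other way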
Arrestin-AP2 inh: human beta-arrestin and AP2 interaction inhibition | FITC-arrestin peptide / GST-AP2 beads, flow cytometry; AP2 beta2 appendage carries R879A mutation | inhibition, % at 10 µM | actives 0.31% (n = 340,000);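 active = inhibition above a set limit, near 3 SD of compounds lacking own fluorescence, cut at about 54% in these data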;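 also: plate controls were DMSO wells for no effect and 5 µM unlabelled arrestin peptide for full effect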
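System: GST-AP2 R879A bound to glutathione beads, E. coli-expressed. Also added: 50 nM FITC-arrestin peptide. Schedule: compound with beads 12 min RT, then probe 1 h RT. Signal: bead flow cytometry, FITC channel. Read-out basis: percent response.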
LANA DNA inh: blocks KSHV LANA C-terminal domain binding to DNA. AID 504423. actives 0.078% (n = 340,000). inhibition, % at 9 µM. MBP-C-LANA/FAM-LBS DNA binding, fluorescence polarization;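 active = highest replicate inhibition at or above 60% at 9 µM, even if other replicates fall short; inactive = all replicates below 60% inhibition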;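 also: 0% = neutral control wells and 100% = 4 µM acridine orange control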
DSG3 Ab inh: human desmoglein-3 autoantibody binding inhibition; P32926; DSG3-coupled beads, scFv-anti-DSG3-GFP binding, flow cytometry; hits give low values; binding (percent of control), % at 10 µM; actives 0.48% (n = 310,000); AID 588358;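 active = binding more than 3 SD below its plate's average and above zero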;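 also: hits lower antibody fragment binding to DSG3; some compounds called inactive have numbers as strong as hits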
Target sequence (P32926 whole entry, looked up, the tested form may be a part): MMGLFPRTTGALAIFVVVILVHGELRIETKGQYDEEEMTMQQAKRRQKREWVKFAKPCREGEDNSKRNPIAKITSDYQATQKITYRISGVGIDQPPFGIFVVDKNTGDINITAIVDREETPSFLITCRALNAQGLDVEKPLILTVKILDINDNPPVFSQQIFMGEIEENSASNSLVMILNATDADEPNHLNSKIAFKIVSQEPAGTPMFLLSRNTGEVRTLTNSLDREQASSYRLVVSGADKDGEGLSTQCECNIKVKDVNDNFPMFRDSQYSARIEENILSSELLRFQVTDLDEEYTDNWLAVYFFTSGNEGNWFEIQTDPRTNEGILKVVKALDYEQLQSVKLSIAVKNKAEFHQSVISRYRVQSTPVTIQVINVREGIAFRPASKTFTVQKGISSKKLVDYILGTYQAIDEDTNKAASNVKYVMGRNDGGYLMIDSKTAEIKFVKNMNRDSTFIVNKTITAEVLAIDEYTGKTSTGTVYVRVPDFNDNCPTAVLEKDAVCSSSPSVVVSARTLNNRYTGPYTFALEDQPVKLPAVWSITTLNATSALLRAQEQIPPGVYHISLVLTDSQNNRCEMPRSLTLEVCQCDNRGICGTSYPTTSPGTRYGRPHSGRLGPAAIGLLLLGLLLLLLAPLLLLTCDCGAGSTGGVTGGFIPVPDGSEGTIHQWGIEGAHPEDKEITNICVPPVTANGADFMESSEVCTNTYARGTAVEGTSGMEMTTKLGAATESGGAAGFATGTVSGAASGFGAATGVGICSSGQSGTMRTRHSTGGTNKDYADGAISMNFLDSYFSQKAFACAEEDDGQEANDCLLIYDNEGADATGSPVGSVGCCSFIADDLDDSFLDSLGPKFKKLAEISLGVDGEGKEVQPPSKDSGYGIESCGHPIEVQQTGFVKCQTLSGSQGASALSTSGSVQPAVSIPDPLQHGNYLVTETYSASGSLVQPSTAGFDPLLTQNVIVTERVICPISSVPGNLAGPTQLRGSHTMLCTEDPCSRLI
OPRM1-OPRD1 ag: agonists of human mu-delta opioid receptor heterodimerization. P35372+P41143. cells, OPRM1-OPRD1 heterodimerization, luminescence. actives 0.3% (n = 340,000). activation, % at 9.3 µM. AID 504326; in the data active = activation above about 18%;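 also: 0% = vehicle-treated cells and 100% = reference agonist; values of inactives mirror those of a sister screen read the other way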
Wnt act: Wnt/beta-catenin pathway activation. activation, % at 9.35 µM. Wnt/beta-catenin reporter cell assay, activator, plate reader. AID 743398. actives 1.2% (n = 300,000); in the data active = activation above about 30%, passing the limit was not always enough;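 also: 0% = neutral control wells and 100% = positive control wells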
Keap1-Nrf2 PPI: inhibitors of human Keap1-Nrf2 protein-protein interaction | Q14145 | Keap1 Kelch-Nrf2 peptide fluorescence polarization, 1536-well | inhibition, % at 9.4 µM | actives 0.15% (n = 340,000); in the data active = inhibition above about 12%;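 also: human Keap1 Kelch domain with fluorescein labeled Nrf2 9mer peptide probe; 0% = neutral control wells and 100% = peptide positive control; higher means more block of Keap1 binding to Nrf2 peptide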
RTF Ca sens act: increases calcium sensitivity of human cardiac regulated thin filaments; P19429+P45379; activation, % at 7.2 µM; IANBD-labeled TnC RTF fluorescence at EC20 calcium; 0% EC20 calcium, 100% full calcium; actives 0.24% (n = 340,000);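 active = activation above the mean over all tested compounds plus 3 SD, cut at about 30% in these data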;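 also: rise in fluorescence read as greater calcium sensitivity of cardiac thin filaments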
Starred values were filed as active, the others as inactive; . = no result given.

Second line of a record – V-ATPase pH	Cardiac RTF inh	MOR-DOR inv ag	Arrestin-AP2 inh	LANA DNA inh	DSG3 Ab inh	OPRM1-OPRD1 ag	Wnt act	Keap1-Nrf2 PPI	RTF Ca sens act
O=C(NCC1CCCO1)/C(=C\c1cccc([N+](=O)[O-])c1)NC(=O)c1ccccc1 (stereo not drawn)
    -1	-14	6	-9	-1.0	97	-1.0	-1	-3	-2
COc1cc(-c2nn3c(Cc4ccccc4)nnc3s2)cc(OC)c1OC
    4	-7	-10	-1	-1.8	96	1.8	.	-8	3
CCCC(O)(CCC)C(=O)NNc1ccc(C)cc1
    2	0	20	2	-2.3	110	-3.7	-3	-1	-4
O=[N+]([O-])c1ccc(-c2nc(NCC3CCCO3)c3ccccc3n2)cc1 (stereo not drawn)
    -2	2	-6	-3	-0.2	105	1.1	1	-2	1
Cc1ccc(C(=O)N(Cc2cccs2)C2CCS(=O)(=O)C2)cc1 (stereo not drawn)
    -1	-3	16	6	-2.4	.	-3.1	-2	-1	1
Cc1nnc(SCC(=O)Nc2sc3c(c2C(=O)c2ccccc2)CCCC3)s1
    -3	8	9	-1	-2.6	112	-1.8	-7	4	2
O=C(CSc1nnc2c(n1)[nH]c1ccccc12)Nc1cccc(S(=O)(=O)N2CCOCC2)c1
    5	-20	-2	-9	-1.3	85	0.4	-2	-1	0
O=C(COC(=O)c1ccc(N2CCCC2=O)cc1)Nc1ccccc1
    -1	-2	7	0	1.4	101	-1.8	2	-6	-4
Cc1cccc(NC(=O)NC2CC(=O)N(c3ccc4c(c3)OCCO4)C2)n1 (stereo not drawn)
    2	6	15	16	-0.1	93	-2.9	-3	1	2
O=c1c2[nH]c3ccccc3c2nc2n1CCS2
    -2	0	16	8	1.0	101	-3.4	2	-3	-4
O=C(COc1ccccc1Cl)NNC(=O)c1ccc(-n2cncn2)c([N+](=O)[O-])c1
    -5	-2	0	6	-1.2	.	0.0	-1	0	2
COc1ccc(NC(=O)c2ccc3ncsc3c2)cc1
    0	6	19	4	-0.7	98	-4.0	18	-3	-9
O=C(Nc1ccc(-c2csc(Nc3ccccc3)n2)cc1)c1ccccc1
    -11	1	-20	2	4.3	100	3.6	1	-3	2
O=C(Cc1cccc2ccccc12)N1CCCc2ccccc21
    -1	-7	2	3	0.8	103	-0.4	-4	0	1
COc1ccc(/C(O)=C2/C(=O)C(=O)N(c3ncccn3)C2c2ccc(F)cc2)cc1 (stereo not drawn)
    5	-3	10	4	3.5	.	-2.0	-1	-2	2
Cc1ccc(S(=O)(=O)N2CCC(=O)CC2c2ccccc2)cc1 (stereo not drawn)
    -3	-1	8	7	1.5	112	-1.8	-2	-1	0
COc1ccc(/C=N/NC(=O)CCN2CCCCC2c2cccnc2)cc1Cn1cc([N+](=O)[O-])cn1 (stereo not drawn)
    -1	1	9	2	-1.4	96	-1.8	1	2	-2
Cc1nc2sc(C(=O)Nc3ccccc3Cc3ccccc3)c(C)c2c(=O)[nH]1
    5	-5	-21	-8	-1.4	99	3.9	0	-2	1
Cn1c(=O)c(C(=O)COc2ccc(F)cc2Cl)c(N)n(Cc2ccccc2)c1=O
    1	-1	-49	10	0.7	.	9.7	18	2	5
O=C(CN1C(=O)/C(=C/c2cccc(Br)c2)SC1=S)N1CCCC1
    1	-3	5	7	0.4	103	-0.8	19	-6	5
C=CCSc1nnc2c(n1)-c1cccc3cccc-2c13
    -1	-2	-3	-3	1.2	98	0.6	7	1	6
O=C(CN1CCN(c2ccc(Cl)cc2)CC1)N1CCCC1
    3	-8	3	-3	0.9	98	-0.5	-3	-3	-1
CC(=O)N1CCN(C(=O)c2ccc(OC3CCN(CCc4ccccc4)CC3)cc2)CC1
    1	1	10	-21	0.4	112	-2.9	-2	1	3
Cc1[nH]n(-c2ccccc2)c(=O)c1N=Nc1ccccc1C(=O)O
    1	4	5	40	-0.7	117	-1.0	-4	3	-6
CC(CC(=O)NCc1ccc(Cl)cc1)S(=O)(=O)c1ccc2c(c1)NC(=O)CO2 (stereo not drawn)
    -3	-7	11	20	0.4	.	-2.1	-1	3	2
O=C(CSC1c2ccccc2C(=O)N1c1ccccc1)N1CCOCC1 (stereo not drawn)
    13	-4	-2	21	-1.0	107	0.3	-1	0	-2
CCc1nnc(NS(=O)(=O)c2ccc(N/C=C/C(=O)c3ccc(OC)cc3)cc2)s1
    -3	-4	-3	7	1.3	105	0.5	5	2	-3
NCC(=O)NCC(=O)NC[C@H]1O[C@@H](n2cnc3c(N)ncnc32)[C@H](O)[C@@H]1O
    2	-2	19	-13	0.2	106	-3.8	0	1	-8
Cc1ccc(N2CC(O)Cn3c2nc2c3c(=O)[nH]c(=O)n2C)cc1 (stereo not drawn)
    2	-6	16	-6	-0.7	117	-3.3	0	-1	3
CC(C)C(C)NC(=O)COC(=O)c1cccc(C(=O)OCC(=O)NC(C)C(C)C)n1 (stereo not drawn)
    -1	-5	7	-13	-0.9	106	-1.4	-2	-2	2
Cc1ccccc1C(=O)Nc1ccc(O)cc1C(=O)O
    2	3	8	1	0.8	102	-1.6	0	-5	-2
CCOC(=O)CN1C(=O)N[C@@H](c2ccccc2)C(C(=O)OC)=C1C
    2	1	8	7	-2.1	99	-1.5	.	-3	-1
Cc1ccccc1NC(=O)C(C)OC(=O)CCC(=O)N(CC(C)C)c1c(N)n(CC(C)C)c(=O)[nH]c1=O (stereo not drawn)
    -1	-2	-2	23	0.4	101	0.3	1	4	-9
CCC(COC(=O)Nc1cccc(C)c1C)NC(=O)OCC(C)C (stereo not drawn)
    -1	-6	0	25	-3.2	102	0.1	.	0	0
c1ccc(-n2nnnc2-n2cnc3ccccc32)cc1
    4	6	8	10	-0.3	101	-1.4	-2	-3	-6
CCNS(=O)(=O)c1ccc(NS(C)(=O)=O)cc1
    7	-6	10	28	0.3	97	-1.9	.	-1	-6
O=C(Cn1c(=O)n(Cc2ccco2)c(=O)c2c3c(sc21)CCCC3)Nc1ccccc1
    7	-13	-1	17	-1.2	112	0.3	.	1	3
COC1C(C)=C(C)C(=O)N1Cc1ccc(F)cc1 (stereo not drawn)
    2	2	0	10	-3.8	101	0.0	-1	-2	-4
COCCc1nnc(NC(=O)C23CC4CC(CC(C4)C2)C3)s1
    2	0	11	1	-2.8	121	-2.2	2	-5	2
[O-][n+]1ccc(C(O)c2ccccc2)cc1 (stereo not drawn)
    -1	-1	12	0	-0.7	90	-2.4	0	-8	-3
Cc1ccc(C2C(C#N)=C(N)OC3=C2C(=O)CC(C)(C)C3)s1 (stereo not drawn)
    -3	3	16	7	1.3	107	-3.1	1	-2	-7
O=C(Nc1ccc(Cl)cc1)Nc1cc(S(=O)(=O)N2CCOCC2)ccc1N1CCCC1
    -3	0	-7	-4	-0.1	103	1.0	1	3	8
CCC(O)C1CCN(Cc2cn(Cc3ccccc3)nc2-c2cc3ccccc3o2)CC1 (stereo not drawn)
    -1	-9	-18	39	-2.3	105	3.5	-3	-5	-3
COC(=O)CC1(CC(N)=O)SCCS1
    -1	-11	21	28	-8.1	102	-4.8	-6	0	2
CC12CCC(C(=O)N(CCC#N)CCC#N)(CC1=O)C2(C)C (stereo not drawn)
    2	-2	7	2	0.1	99	-1.4	-1	-1	0
Cc1ccc(C2C3=C(CC(C)(C)CC3=O)N(CCN3CCOCC3)C3=C2C(=O)CC(C)(C)C3)cc1
    -4	3	9	11	0.6	96	-1.4	.	0	3
CCc1ccc(CCC(=O)Nc2ncc(Cc3ccccc3Cl)s2)o1
    -2	6	-18	30	0.4	104	3.5	-3	-4	-1
COc1ccc(NC(=O)c2ccc(NS(=O)(=O)c3cccc4cccnc34)cc2)cc1
    -1	-13	1	2	-2.5	88	-0.1	0	-1	0
Cc1nc(Nc2cc(F)ccc2C)c2nnn(Cc3ccccc3)c2n1
    4	-3	-31	-6	-2.9	98	6.5	0	4	-7
COc1ccc(NC(=O)CSc2nc3c(cc2C#N)CN(C)CC3)cc1
    -1	-7	-2	15	-0.5	99	0.3	.	0	-3
Cc1ccc(C(=O)N2CCC(C(=O)NC3CCCC3)CC2)cc1
    -3	0	7	33	-1.2	105	-1.4	1	1	-2
CCOC(=O)c1[nH]c(C)c(CCC(=O)OC)c1C
    -1	-2	10	-2	-1.3	.	-1.9	.	-9	-2
O=C(c1ccccc1)c1ccc(OC(=O)N2CCOCC2)cc1
    -1	3	14	12	-1.1	100	-2.4	.	-1	-4
O=C(NNC(=O)c1cc2cc3ccccc3nc2s1)c1ccc(F)cc1
    1	1	-7	14	-0.7	98	1.8	2	-2	-3
COc1cc([C@H]2[C@@H]3CCCC[C@]3(O)CCN2CC(=O)Nc2ccc(C)cc2)ccc1O
    -3	-2	-1	4	0.3	95	0.3	0	0	0
COC(=O)CSc1nnc(-c2ccco2)o1
    0	-9	9	-2	-0.7	98	-1.5	.	-1	5

Random draw from the library, and some 3.1% of all compounds hit somewhere here.
